# GalR3 antagonist: human GalR3 antagonism | inhibition, % at 3 µM | 360,000 tested, 0.44% active | HEK293 GalR3-CNG cAMP membrane potential fluorescence; galR3 body fused to GalR1 C-terminus;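 active = inhibition above the screen-wide average plus 3 SD, cut at about 13% in these data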;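 note: forskolin and galanin both at EC90 stimulate the cells; cAMP rise reported by CNG channel membrane potential dye signal; 0% = forskolin plus galanin with DMSO and 100% = forskolin alone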
# Target sequence (O60755 1-299 limits assumed): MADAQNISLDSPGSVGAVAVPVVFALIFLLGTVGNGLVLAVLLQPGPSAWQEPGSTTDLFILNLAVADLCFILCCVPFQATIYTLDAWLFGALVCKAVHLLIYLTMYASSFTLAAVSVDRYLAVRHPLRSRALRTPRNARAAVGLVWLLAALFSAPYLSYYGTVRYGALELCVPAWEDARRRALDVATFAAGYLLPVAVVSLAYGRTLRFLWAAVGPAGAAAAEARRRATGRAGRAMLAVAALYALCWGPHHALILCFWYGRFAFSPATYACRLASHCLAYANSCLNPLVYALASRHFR
# CRFR2-BP antag: antagonists of CRF-binding protein/CRF-R2 receptor complex | HEK293 CRF-R2/CRF-BP, CRF-induced calcium fluorescence | inhibition, % at 11.8 µM | 350,000 tested, 0.59% active | AID 588475;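 active = inhibition of the ligand-induced calcium signal above about 50% at the single tested concentration, limit read from the data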
# Numbers without * were called inactive. These rows are one share of the data; count on the stated rates, not on these rows.
canonical_smiles	GalR3 antagonist	CRFR2-BP antag
CCOC(=O)c1oc2ccccc2c1COC(=O)CNC(=O)c1ccccc1F	-5	-1
CCc1cc(C(=O)NC2CCCc3c2cnn3-c2ccc(F)cc2F)no1 (configuration not stated)	-8	10
N#CCCN(CCCN1CCOCC1)CN1C(=O)c2ccccc2C1=O	1	-17
c1cc2c(c(CC3CO3)c1CC1CO1)OCCOCCOCCOCCO2 (configuration not stated)	-4	13
COc1cc(/C=C/C(=O)OCC(=O)N2CC(C)OC(C)C2)ccc1OCC#N (configuration not stated)	-7	0
CCCCCCc1nc2nc(Cl)c(Cl)nc2[nH]1	-7	20
CC(=O)Nc1cccc(NC(=O)NC2CC(=O)N(c3ccc4c(c3)OCCO4)C2)c1 (configuration not stated)	-5	27
C[C@H](O)C#Cc1cnc2c(c1)C(=O)N([C@H](C)CO)C[C@@H](C)[C@@H](CN(C)Cc1ccc(-c3ccccc3)cc1)O2	3	-20
C[C@H](O)[C@@H]1CN2CCc3c([nH]c4ccccc34)[C@@H]2C[C@@H]1N(C)Cc1cc(Cl)cc(Cl)c1	-4	-3
Cc1ccc2nc(-c3ccc(Br)cc3)cc(C(=O)NCC3CCCO3)c2c1 (configuration not stated)	-3	-23

# Record cards, from the list above.
# `C[C@H](O)C#Cc1cnc2c(c1)C(=O)N([C@H](C)CO)C[C@@H](C)[C@@H](CN(C)Cc1ccc(-c3ccccc3)cc1)O2` is listed with GalR3 antagonist: 3; CRFR2-BP antag: -20
# `c1cc2c(c(CC3CO3)c1CC1CO1)OCCOCCOCCOCCO2` (configuration not stated) is listed with GalR3 antagonist: -4; CRFR2-BP antag: 13

# Remaining list, next part:
canonical_smiles	GalR3 antagonist	CRFR2-BP antag
Cc1c(C(=O)NNC(=O)c2csc(N3CCOCC3)n2)oc2ccc(Br)cc12	-7	-3
C[C@H](CO)N1C[C@H](C)[C@H](CN(C)C(=O)c2ccncc2)OCc2ccccc2-c2c(n(C)c3ccccc23)C1=O	-5	3
O=[N+]([O-])c1ccc(CN2CC(N3CCN(CCO)CC3)CS2(=O)=O)cc1 (configuration not stated)	-3	13
CCn1c(CN2CCC(C)CC2)nc2cc(S(=O)(=O)N3CCCCC3)ccc21	-8	-13
O=C(O)C1=C(C(=O)O)C2CCC1C2	-2	17
O=C(c1cc(C2CC2)nn1-c1ccccc1)N1CCN(S(=O)(=O)c2ccc(F)cc2)CC1	-4	4
Cc1ccc(C=O)c([B-](F)(F)F)c1	0	-10
O=C(NCc1ccc(F)cc1)N1[C@H]2CC[C@@H]1C=C(c1ccc(F)cc1OCc1ccccc1)C2	-1	5
COc1ccc(C=C2OC(=O)C(C(C)=O)=C2O)cc1	-5	18
CN(C(=O)CSc1nc(N)cc(=O)[nH]1)C1CCCCC1	-5	-9
O=C1C(=C(c2ccccc2)N2CCOCC2)Cc2ccccc21	-4	-15
CCc1noc(C)c1C(=O)N1CCN(c2ccc([N+](=O)[O-])cc2)CC1	1	13
C[C@H](CO)N1C[C@H](C)[C@@H](CN(C)C(=O)c2ccccn2)Oc2cc(Br)ccc2S1(=O)=O	-7	-7
COc1ccccc1CN1CC(C(=O)NCC2(O)CCCCC2)CCC1=O (configuration not stated)	-8	21
Cc1noc(C)c1C(=O)N(C)C[C@@H]1OCc2ccccc2-c2c(n(C)c3ccccc23)C(=O)N([C@H](C)CO)C[C@H]1C	-4	-18
COc1ccc(NC(=O)N(C)C[C@H]2OCc3cnnn3CCCC(=O)N([C@H](C)CO)C[C@@H]2C)cc1	6	1
CNC(=O)C[C@H]1C(=O)N(Cc2ccccc2)C[C@@H]1CSC	-5	-11
COc1ccccc1N1CCN(CCS(=O)(=O)c2cc(Cl)ccc2Cl)CC1	-9	-8
COCCN(C(=O)COC(=O)c1ccc(Br)o1)c1c(N)n(Cc2ccccc2)c(=O)[nH]c1=O	-6	-4
O=C(COC(=O)c1ccc(S(=O)(=O)N2CCCCC2)cc1)NC1CCCCC1	-7	-2
Cc1cc(C)n(C(N)=NC(=O)c2ccccc2)n1	-1	4
COc1cccc(/C=C/C(=O)OCC(=O)c2ccc[nH]2)c1	-3	-1
CC(=O)Nc1ccc(Cl)cc1C(=O)c1ccc[nH]1	-8	-6
C[C@H]1CN([C@@H](C)CO)C(=O)CCCn2nncc2CO[C@H]1CN(C)S(C)(=O)=O	-4	-6
CCN(CC)c1ccc(/C=N/NC(=O)c2nnn(-c3nonc3N)c2CN(C)C2CCCCC2)cc1	-9	3
CNC(=O)C1CN(C(=O)c2cccc(S(=O)(=O)N3CCc4ccccc43)c2)c2ccccc2O1 (configuration not stated)	-8	-9
COc1ccccc1CNC(=O)C(=O)NCC1CCCN1S(=O)(=O)c1cc(C)ccc1C (configuration not stated)	-9	-8
COCn1ccnc1C(=O)c1ccco1	-2	-1
Cc1ccc(SCc2c(C(=O)N/N=C/c3ccc(C)o3)nnn2-c2nonc2N)cc1	-3	4
CN(Cc1cnn(-c2ccccc2)c1)C(=O)c1cccc(S(=O)(=O)N(C)c2ccccc2)c1	-3	12

# Reprinted at random: six records from the list, in no set order.
canonical_smiles	GalR3 antagonist	CRFR2-BP antag
Cc1cc(C)n(C(N)=NC(=O)c2ccccc2)n1	-1	4
CNC(=O)C1CN(C(=O)c2cccc(S(=O)(=O)N3CCc4ccccc43)c2)c2ccccc2O1 (configuration not stated)	-8	-9
COCn1ccnc1C(=O)c1ccco1	-2	-1
CN(Cc1cnn(-c2ccccc2)c1)C(=O)c1cccc(S(=O)(=O)N(C)c2ccccc2)c1	-3	12
COc1ccccc1CNC(=O)C(=O)NCC1CCCN1S(=O)(=O)c1cc(C)ccc1C (configuration not stated)	-9	-8
COc1cccc(/C=C/C(=O)OCC(=O)c2ccc[nH]2)c1	-3	-1

# Next section.
canonical_smiles	GalR3 antagonist	CRFR2-BP antag
O=C(NCC1CCCO1)c1ccc(Cl)c(NS(=O)(=O)c2ccc(F)cc2)c1 (configuration not stated)	-3	3
COc1ccc(-c2ccc3c(c2)O[C@@H](CN(C)C(=O)c2ccccc2F)[C@@H](C)CN([C@@H](C)CO)S3(=O)=O)cc1	-7	-13
Nc1c(Br)cc(Br)c2c1[nH]c(=O)c1ccccc12	-5	-11
C[C@@H]1CN([C@H](C)CO)C(=O)c2c(c3ccccc3n2C)-c2ccccc2CO[C@H]1CN(C)Cc1cccc(C(=O)O)c1	-6	-13
CCCCN1C(=O)C(CC(=O)NCCN2CCOCC2)CC(C(=O)N(CC)CC)=C1C (configuration not stated)	2	6
CC1=C(C(=O)N(C)C)CC(CC(=O)NC2CC2)C(=O)N1Cc1ccccc1 (configuration not stated)	-2	-1
Cc1ccc(S(=O)(=O)NN=Cc2c(O)ccc3ccccc23)cc1	-3	56*
O=C(CC1CC2CCC1C2)N1CCN(S(=O)(=O)c2ccc(F)cc2)CC1 (configuration not stated)	6	-9
Cc1ccc(-c2nc(SC(C)C(=O)NC3CC3)n[nH]2)cc1 (configuration not stated)	-6	1
COc1cccc(CNC(=O)c2ccc(F)c(S(=O)(=O)N3CCCCC3)c2)c1	0	-2
COc1ncnc2c1ncn2CCCNCc1ccc(C)o1	-7	-3
O=[N+]([O-])c1cccc(C2Nc3ccccc3CO2)c1 (configuration not stated)	-4	-1
CCC(C)N(C(=O)COC(=O)c1ccc(N)c([N+](=O)[O-])c1)C1CCS(=O)(=O)C1 (configuration not stated)	-6	3
CC1(C)CC(=O)C=C(c2ccc(-c3cccc(C(N)=O)c3)cc2)C1=O	1	3
CC(C)NC(=O)N(C)C[C@H]1OCCCC[C@@H](C)Oc2ccc(NC(=O)C3CCCCC3)cc2C(=O)N([C@H](C)CO)C[C@@H]1C	-5	3
CNS(=O)(=O)c1ccc(CNC[C@H]2O[C@@H](n3ccc(N)nc3=O)[C@H](O)[C@@H]2O)cc1	-7	-6
C/C(COc1ccccc1)=N\NC(=O)c1nnn(-c2nonc2N)c1-c1ccc(C)cc1	-4	-25
C[C@@H]1CN([C@@H](C)CO)C(=O)CCCn2nncc2CO[C@@H]1CN(C)C(=O)Nc1ccc(C(F)(F)F)cc1	-6	11
c1ccc(N=C2SCCCS2)cc1	-4	32
C[C@@H]1CN([C@H](C)CO)C(=O)c2c(c3ccccc3n2C)-c2ccccc2CO[C@H]1CN(C)Cc1ccc(Oc2ccccc2)cc1	-7	9
Cc1noc(C)c1S(=O)(=O)Nc1ccc2c(c1)C(=O)N([C@@H](C)CO)C[C@H](C)[C@@H](CN(C)Cc1ccc(C(F)(F)F)cc1)OCCCC[C@H](C)O2	-6	-24
O=C(OCc1ccccc1)N1CCC2CC1c1cc(N3CCN(S(=O)(=O)c4cccc(C(F)(F)F)c4)CC3)ccc12 (configuration not stated)	0	-14
CCCC1NC(=O)c2cccnc2-n2c1nc1ccc(OC)cc1c2=O (configuration not stated)	1	-8
Cc1cc(C)cc(-n2ncc3c2CCCC3NC(=O)c2ccccc2)c1 (configuration not stated)	1	14
CCCCN1C(=O)C(CC(=O)NCCN2CCOCC2)CC(C(=O)N2CCOCC2)=C1C (configuration not stated)	-4	-9
O=[N+]([O-])c1ccc(C=NN2CCOCC2)s1	-3	-16
O[C@@H]1CN(CC2CCCCC2)[C@@H](c2ccc(Cl)cc2)C[C@H]1n1cc(-c2ccc(F)cc2)nn1	-4	-1
CCOc1ccc(NC(=O)CSc2nc3ccsc3c(=O)n2CCCCC(=O)O)cc1	-6	7
COc1ccc(CC(=O)NCc2ccccc2F)cc1S(=O)(=O)N1CCOCC1	-3	-2
COc1ccc(C(C)=O)cc1OCc1ccccc1	-7	0
CCCN(C)C[C@@H]1OCc2cnnn2CCCC(=O)N([C@H](C)CO)C[C@H]1C	-6	6
Cc1ccc(-c2cc(C(=O)NCC3(N(C)C)CCCCC3)c3ccccc3n2)o1	-6	-12
Cc1ccccc1S(=O)Cc1ccc(C(=O)N2CCN(C3CCCCC3)CC2)o1 (configuration not stated)	-3	1
CCCN1CCN(C(=O)c2ccc(CS(=O)c3ccc(Br)cc3)o2)CC1 (configuration not stated)	-2	21
CC(=O)Nc1ccc(NC(=O)c2ccc(S(=O)(=O)N3CCCCCC3)cc2)cc1	2	0
COc1ccc(CN2CCC[C@]3(N[C@H](c4ccc(C)cc4)[C@@H]4C(=O)N(Cc5ccccc5)C(=O)[C@@H]43)C2=O)cc1	-3	-10
Cc1cccc2c(=O)n(C(=O)c3ccccc3)c(N)nc12	-7	-11
O=C1c2cccc3c2C2(O)c4c1cccc4C(=O)c1cccc(c12)C3=O	-5	-7
O=C(c1cccc(S(=O)(=O)N2CCOCC2)c1)N1CCN(c2ncccn2)CC1	-1	1
O=C(Nc1cccc([N+](=O)[O-])c1)c1ccc([N+](=O)[O-])o1	-3	-1
CNC(=O)C[C@H]1C(=O)N(CCc2ccccc2)C[C@@H]1c1ccc(OC)cc1	-3	6
O=c1c2ccccc2sn1-c1ccc(Cl)cc1	-6	28
COc1ccc(NC(=O)N(C)C[C@H]2OCc3cn(nn3)CCCC(=O)N([C@@H](C)CO)C[C@@H]2C)cc1	-8	7
COc1ccccc1C(=O)NC(=O)COC(=O)c1cnccn1	-6	-12
COc1ccccc1C#CC1=CC(=O)C[C@H](c2ccc(F)cc2)C1	-2	21
Cc1ccc(Cl)cc1NCN1C(=O)c2ccccc2C1=O	-3	0
Nc1ccccc1-c1nc2ccncc2[nH]1	-4	-6
C[C@H](CO)N1C[C@H](C)[C@H](CN(C)C(=O)c2ccc(N3CCN(C)CC3)cc2)OCc2cnnn2CCCC1=O	-8	21
COc1cccc(/C=C/C(=O)OCC(=O)N2c3ccccc3CC2C)c1 (configuration not stated)	-3	0
Cc1cc(OCC(=O)OCC(=O)N2CCCc3ccccc32)ccc1Cl	-4	4

# The final 5 records of the section before lead into the next:
canonical_smiles	GalR3 antagonist	CRFR2-BP antag
Cc1ccc(Cl)cc1NCN1C(=O)c2ccccc2C1=O	-3	0
Nc1ccccc1-c1nc2ccncc2[nH]1	-4	-6
C[C@H](CO)N1C[C@H](C)[C@H](CN(C)C(=O)c2ccc(N3CCN(C)CC3)cc2)OCc2cnnn2CCCC1=O	-8	21
COc1cccc(/C=C/C(=O)OCC(=O)N2c3ccccc3CC2C)c1 (configuration not stated)	-3	0
Cc1cc(OCC(=O)OCC(=O)N2CCCc3ccccc32)ccc1Cl	-4	4
O=C(O)C1CCN(C(=O)c2ccc(S(=O)(=O)N3CCCCCC3)cc2)CC1	-2	-14
O=S1(=O)C[C@@H](N2CCC(Cc3ccccc3)CC2)[C@H](COCc2ccccc2)N1	-6	5
COc1cc2c(=O)n(C)c3ccccc3c2cc1OC	-4	49
COc1ccc(CCC(=O)O)c(C(CC(=O)O)C(=O)O)c1OS(=O)(=O)c1ccc(C)cc1 (configuration not stated)	-6	-11
C[C@@H]1CNC(=O)c2c(C(=O)N[C@@H](Cc3c[nH]c4ccccc34)C(=O)OC(C)(C)C)ncn21	-5	-8
CCOc1cc2[nH]c(=S)n(CCC(=O)NC3CCCCC3)c(=O)c2cc1OCC	-6	3
Cc1sc2ncnc(N3CCC(C(=O)N(C)CC(=O)Nc4cccc(F)c4)CC3)c2c1C	-9	33
Cc1cc(C)cc(NC(=O)COC(=O)C2CC3C=CC2C3)c1 (configuration not stated)	-8	10
Cc1ccc(S(=O)(=O)N(C)C[C@H]2Oc3ncc(-c4ccccc4)cc3C(=O)N([C@@H](C)CO)C[C@@H]2C)cc1	-6	-5

# Screening data from PubChem BioAssay.
